Screens from PubChem BioAssay.
PAFAH1B3 inh = PAFAH1B3 (human) inhibition; Q15102; recombinant PAFAH1B3, FP-rhodamine probe, fluorescence polarization; inhibition, % at 3.39 µM; actives 0.28% (n = 340,000);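 active = inhibition above the screen-wide average of all tested compounds plus 3 SD, cut at about 25% in these data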;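 also: 0% = enzyme with DMSO only and 100% = wells lacking PAFAH1B3 protein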
PAFAH2 inh = PAFAH2 (human) inhibition. recombinant PAFAH2, FP-rhodamine activity probe, fluorescence polarization. actives 0.99% (n = 340,000). inhibition, % at 3.39 µM. Q99487;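 active = inhibition above the mean over all tested compounds plus 3 SD, cut at about 30% in these data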;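 also: inhibitors block probe labeling of enzyme so polarization drops; 0% = enzyme with DMSO and 100% = wells lacking PAFAH2 protein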
PAFAH1B2 FP inh = blocks human PAF acetylhydrolase 1b catalytic subunit 2; inhibition, % at 3.39 µM; recombinant PAFAH1B2, FP-rhodamine activity probe, fluorescence polarization; actives 1.2% (n = 340,000);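 active = inhibition above the mean of all tested compounds plus 3 SD, cut at about 24% in these data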;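 also: 0% = enzyme with DMSO and 100% = wells lacking PAFAH1B2; many of its hits are not listed in these tables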
PAD4 inh = blocks human protein arginine deiminase 4 | Q9UM07 | recombinant PAD4, RCA probe fluorescence polarization | inhibition, % at 6.36 µM | actives 0.41% (n = 330,000) | AID 485272;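 active = percent inhibition above a cutoff equal to the mean of all tested compounds plus 3 SD, cut at about 15% in these data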;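 also: 0% = PAD4 with RCA probe and DMSO and 100% = probe without PAD4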
PREPL inh = inhibitors of human prolyl oligopeptidase-like enzyme PREPL; inhibition, % at 5.96 µM; Q4J6C6; actives 0.68% (n = 320,000); recombinant PREPL, fluorescence polarization activity-based probe; in the data active = inhibition above about 43%;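 also: 0% = enzyme with DMSO and 100% = wells lacking enzyme; many of its hits are not listed in these tables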
pPAFAH inh = pPAFAH (human) enzyme inhibition. Q13093. recombinant pPAFAH, FP-rhodamine probe fluorescence polarization. inhibition, % at 3.39 µM. actives 1.5% (n = 330,000). AID 463082;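 active = inhibition above the mean inhibition across the screen plus 3 SD, cut at about 25% in these data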;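 also: inhibitors block binding of the rhodamine activity-based probe so polarization drops; 0% = enzyme with DMSO and 100% = wells lacking pPAFAH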
Target sequence (Q13093 whole entry, looked up): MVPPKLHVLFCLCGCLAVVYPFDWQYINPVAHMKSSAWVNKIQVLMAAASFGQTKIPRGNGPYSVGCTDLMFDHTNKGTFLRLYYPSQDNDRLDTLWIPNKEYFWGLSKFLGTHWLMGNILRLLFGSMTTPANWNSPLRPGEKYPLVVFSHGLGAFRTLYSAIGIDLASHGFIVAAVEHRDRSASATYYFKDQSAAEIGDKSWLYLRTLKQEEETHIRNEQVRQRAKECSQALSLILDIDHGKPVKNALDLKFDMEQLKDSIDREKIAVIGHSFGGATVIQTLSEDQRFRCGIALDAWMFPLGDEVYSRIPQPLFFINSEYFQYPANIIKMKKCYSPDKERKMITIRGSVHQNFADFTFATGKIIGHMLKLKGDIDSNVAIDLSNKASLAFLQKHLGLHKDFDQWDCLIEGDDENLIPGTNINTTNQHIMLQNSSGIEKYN
LYPLA1 inh = counter-screen for PME1 inhibitors: inhibitors of human LYPLA1; O75608; recombinant LYPLA1, FP-Rh probe fluorescence polarization; inhibition, % at 5.9 µM; actives 0.16% (n = 320,000); AID 2174;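 active = inhibition above the mean of all tested compounds plus 3 SD, set per campaign, cut at about 14% in these data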;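 also: inhibitors block serine hydrolase probe labeling of LYPLA1 so polarization falls; 0% = enzyme with DMSO and 100% = wells lacking LYPLA1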
Target sequence (O75608 whole entry, looked up): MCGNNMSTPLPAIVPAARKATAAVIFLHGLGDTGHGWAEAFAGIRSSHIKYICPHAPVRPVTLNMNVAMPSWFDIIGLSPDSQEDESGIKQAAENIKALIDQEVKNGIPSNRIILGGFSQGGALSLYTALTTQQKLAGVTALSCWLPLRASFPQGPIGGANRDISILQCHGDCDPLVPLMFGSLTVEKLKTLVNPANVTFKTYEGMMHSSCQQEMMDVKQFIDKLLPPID
LYPLA2 counter = blocks human lysophospholipase 2, a PME1 counter-screen; O95372; recombinant LYPLA2, FP-Rh probe fluorescence polarization; inhibition, % at 5.9 µM; actives 0.38% (n = 320,000); AID 2177;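 active = inhibition above the screen-wide mean plus 3 SD, limit set per campaign, cut at about 26% in these data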;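 also: 0% = LYPLA2 with DMSO and 100% = wells lacking LYPLA2 enzyme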
GSTO1 counter = blocks human GSTO1 in RBBP9 counter-screen; AID 1974; recombinant GSTO1, activity-based probe fluorescence polarization; actives 1.1% (n = 300,000); inhibition, % at 5.96 µM;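 active = inhibition above the campaign mean inhibition plus 3 SD, cut at about 35% in these data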;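 also: 0% = GSTO1-1 with DMSO and 100% = wells lacking GSTO1-1 enzyme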
Target sequence (P78417 whole entry, looked up): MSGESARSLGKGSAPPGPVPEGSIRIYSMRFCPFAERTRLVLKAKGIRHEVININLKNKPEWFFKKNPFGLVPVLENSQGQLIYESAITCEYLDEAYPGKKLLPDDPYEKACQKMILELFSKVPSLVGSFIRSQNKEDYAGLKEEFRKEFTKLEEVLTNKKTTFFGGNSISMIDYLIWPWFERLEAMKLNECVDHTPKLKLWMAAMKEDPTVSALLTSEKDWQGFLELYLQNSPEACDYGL
Starred values were filed as active, the others as inactive; · = not tested or not shown. Some of the compounds tested. The share of hits here may be higher or lower than overall.

SMILES	PAFAH1B3 inh	PAFAH2 inh	PAFAH1B2 FP inh	PAD4 inh	PREPL inh	pPAFAH inh	LYPLA1 inh	LYPLA2 counter	GSTO1 counter
CCOC(=O)C1CCCN(S(=O)(=O)c2cccs2)C1 (centres undefined)	9	8	2	2	8	0	2	-4	14
COc1ccc(N2CCN(C(=O)c3nc4nc(C)cc(C)n4n3)CC2)cc1	6	0	4	-2	13	0	7	5	11
COc1ccc(N(C(=O)c2snc(C(N)=O)c2N)C(C(=O)NC2CCCCC2)c2ccc(F)cc2)c(OC)c1 (centres undefined)	1	-3	-1	-2	9	-2	3	-5	4
CCN1CCN(Cc2ccc(NC(=O)Nc3cccs3)cc2)CC1	4	0	8	-4	9	3	1	-5	9
C#CCn1c(O)c(N=NC(=O)CNC(=O)c2cccnc2)c2ccccc21	9	-8	2	2	-6	5	-4	-7	8
COCCn1c(SCC(=O)Nc2cc(C)on2)nc2ccccc2c1=O	-4	5	2	2	2	5	-3	6	·
Cc1ccc(OCC(=O)NC(C)c2ccc(Cl)c(Cl)c2)c([N+](=O)[O-])n1 (centres undefined)	16	18	9	2	4	7	1	5	-1
CC1(C)CC(=O)C(C#N)=C(NCCCO)C1	3	7	-1	1	0	-2	1	-3	-3
O=C(NC1CC1)C1CCN(C2CCN(C(=O)/C=C/c3cccc(F)c3F)CC2)CC1	1	0	-4	3	10	3	-2	3	3
CCN(CC)CCCSc1nc2ccccc2s1	5	0	-2	-2	3	-4	-1	-2	0
COC(=O)c1c(C)oc2ccc(N(C(=O)Oc3ccccc3)S(=O)(=O)c3ccccc3)cc12	-1	-16	-1	-5	-10	4	-2	-4	-5
C/C(=N\Nc1nc(-c2ccccc2O)nc2ccccc12)c1ccccc1	4	3	1	0	14	-3	-3	-2	11
CS(=O)(=O)c1ccc(CNC(=O)C2(C(F)(F)F)CC(CCCO)CCCO2)cc1 (centres undefined)	·	·	·	-2	-2	4	0	-3	7
Cc1cc(NC(=O)C2CC(c3ccc(Cl)cc3)=NO2)no1 (centres undefined)	8	1	15	7	6	6	0	2	13
Nc1nnc(SCC(=O)c2ccc3c(c2)NC(=O)CO3)s1	10	3	3	-3	2	5	4	12	3
CCOC(=O)CSc1nc(C)c2cccc(C)c2n1	-1	2	2	3	-2	7	1	-3	-7
Cc1ccc(S(=O)(=O)N2CCN(C(=O)Cn3c(=O)cnc4ccccc43)CC2)cc1	3	-6	2	-2	11	7	-1	5	·
N#Cc1ccc(NC(=S)Nc2ccccc2)cc1	5	-1	1	-2	18	-5	-2	-5	-6
C=CCNC(NC(=O)c1ccccc1)(C(=O)OCC)C(F)(F)F (centres undefined)	2	-1	-1	-3	6	6	-5	-7	3
COc1ccc(CNc2ncnc3cc(OC)c(OC)cc23)cc1	1	8	3	-2	14	3	-4	-3	-9
Nc1cccc(CCc2ccncc2)c1	3	-5	2	-1	7	1	-3	-6	1
CN(CC(=O)NCCc1ccccc1)S(=O)(=O)c1cccs1	-1	-8	1	-2	24	2	3	5	-2
Cc1cc2c(NC(=O)Nc3ccc(C(F)(F)F)cc3)cccc2nn1	-29	-24	-14	-13	2	10	-42	-74	-124
CC(C)CCNC(=O)c1onc(CSc2ccccc2)c1C(=O)NCCC(C)C	2	-17	4	1	10	-1	-6	-11	3
COc1ccccc1OCCCC(=O)Nc1ccc([N+](=O)[O-])cc1Br	6	3	12	-6	9	0	0	4	1

Results in PAFAH1B3 inh, LYPLA2 counter and PAD4 inh, for some of the entries so far:
| Molecule | PAFAH1B3 inh | LYPLA2 counter | PAD4 inh |
| --- | --- | --- | --- |
| Cc1cc(NC(=O)C2CC(c3ccc(Cl)cc3)=NO2)no1 (centres undefined) | 8 | 2 | 7 |
| Nc1nnc(SCC(=O)c2ccc3c(c2)NC(=O)CO3)s1 | 10 | 12 | -3 |
| CCOC(=O)CSc1nc(C)c2cccc(C)c2n1 | -1 | -3 | 3 |

Single entries from the results shown:
N#Cc1ccc(NC(=S)Nc2ccccc2)cc1 | PREPL inh: 18
CC1(C)CC(=O)C(C#N)=C(NCCCO)C1 | PAFAH1B2 FP inh: -1
COc1ccccc1OCCCC(=O)Nc1ccc([N+](=O)[O-])cc1Br | GSTO1 counter: 1
CN(CC(=O)NCCc1ccccc1)S(=O)(=O)c1cccs1 | PAFAH1B3 inh: -1
Cc1cc(NC(=O)C2CC(c3ccc(Cl)cc3)=NO2)no1 (centres undefined) | PAFAH2 inh: 1

(list continues)
SMILES	PAFAH1B3 inh	PAFAH2 inh	PAFAH1B2 FP inh	PAD4 inh	PREPL inh	pPAFAH inh	LYPLA1 inh	LYPLA2 counter	GSTO1 counter
Cc1nc(SCc2ccc([N+](=O)[O-])cc2)n[nH]1	-6	-1	1	3	-4	3	6	7	9
COc1cc(OC)cc(-c2sc3ccc(OC)cc3c2-c2ccc(OCCN3CCOCC3)cc2)c1	0	0	-1	4	·	3	·	·	·
COC(=O)CSc1nc(C)cc(C(F)(F)F)c1C#N	-10	-2	0	2	18	4	6	6	12
O=C1CN(C(=O)CNCc2ccc(Cl)cc2)c2ccccc2N1	3	0	2	-5	-4	-5	1	0	-1
CCCCNC(=O)/C=C/c1ccc(OC)c(Br)c1	4	7	2	-2	1	-1	0	2	-5
CCOc1ccccc1CN1CCN(Cc2cc3ccccc3[nH]2)CC1CCO (centres undefined)	6	2	-4	2	17	8	1	-6	0
CCN(CC)S(=O)(=O)c1cc(-c2nn(C)c(=O)c3ccccc23)ccc1C	9	6	2	5	17	0	-2	6	9
CN1CCCC(OC(=O)c2cc(F)c(F)c(F)c2F)C1 (centres undefined)	-4	-6	3	2	-24	-4	1	-7	-3
CCCCN(C)CCn1c(=S)[nH]c2ncccc2c1=O	18	-5	2	3	-2	6	5	3	-4
Cc1ccc(-n2cc(CN3CCN(c4ccccn4)CC3)c(-c3ccc(F)cc3)n2)cc1	6	-6	2	0	1	2	-4	-8	5
COC(=O)[C@]1(Cc2ccccc2)N[C@H](CN(C)C(=O)C2CCCCC2)[C@@H]2C(=O)N(C)C(=O)[C@@H]21	9	-3	5	2	10	1	·	·	·
O=C(CN1C(=O)C2C3C=CC(C3)C2C1=O)OCC(=O)c1ccc(Br)cc1 (centres undefined)	-1	5	9	0	7	-2	-2	1	1
O=C(COc1ccccc1)NCCSc1ccccc1	8	21	6	-2	-5	4	7	9	3
CCn1ncc(/C=N/O)c1C	1	9	10	-3	6	0	5	7	-3
COc1ccc(N=C2NC(=O)/C(=C/C=C/c3ccccc3)S2)cc1	-3	1	1	-2	1	6	-3	-3	-6
CCC(CO)Oc1cc(NC(=O)c2ccccc2C)c2ncn(C(C)C)c2c1 (centres undefined)	1	0	-3	1	8	-1	·	·	·
COc1ccc(CSc2ccc(-c3nc4ccccn4c3NCc3ccccc3)cc2OC)cc1	17	-8	15	2	49*	13	-5	5	1
O=C(CC1SC(=Nc2cccc3ccccc23)N(Cc2ccccn2)C1=O)Nc1ccccc1Br (centres undefined)	-7	-8	-6	6	-4	-2	-4	-15	-1
CCCCC(CC)C(=O)Nc1cccc(SC)c1 (centres undefined)	6	-3	1	0	-1	-1	-2	0	-6
CCN(CC(=O)Nc1ccc(NC(C)=O)cc1)C(=O)COc1ccc2ccccc2c1	11	2	5	1	11	1	-1	3	3
CCn1c(SC)nc(O)c(C(c2ccc(OC)c(O)c2)c2c(O)nc(SC)n(CC)c2=O)c1=O	-3	17	3	-2	0	1	4	1	6
CC(C)Oc1cccc(C(=O)C2CCCN(S(=O)(=O)C(C)C)C2)c1 (centres undefined)	0	3	4	4	21	1	1	4	-2
O=C(c1cccc(Cl)c1)N1CCCc2ccccc21	4	9	8	1	-4	10	0	7	0
O=C(NCC(c1ccco1)N1CCc2ccccc2C1)c1ccc([N+](=O)[O-])cc1 (centres undefined)	6	3	5	1	14	2	2	4	1
CC[C@H]1C/C=C\Cc2ccccc2[C@H](C(=O)C[C@@H](O)CC(C)=O)OC1=O	9	0	1	-4	2	1	·	·	·
New compounds follow:
SMILES	PAFAH1B3 inh	PAFAH2 inh	PAFAH1B2 FP inh	PAD4 inh	PREPL inh	pPAFAH inh	LYPLA1 inh	LYPLA2 counter	GSTO1 counter
CCOc1cc(/C=N/O)ccc1OS(=O)(=O)c1ccc(C)cc1	17	3	7	0	2	-2	-1	-6	0
Cc1cccc(N2CCN(CC(=O)N(C3CCCC3)C3CCS(=O)(=O)C3)CC2)c1C (centres undefined)	0	1	2	3	7	-2	1	0	·
COCCNC(=O)C1CCC(CNS(=O)(=O)c2ccc3c(c2)CC(C)N3C(=O)C2CC2)CC1 (centres undefined)	4	1	0	1	5	5	3	10	1
Cc1ccc(S(=O)(=O)N2CCN(C(=O)COC(=O)CSc3ccccc3)CC2)c(C)c1	2	17	8	-2	8	24	0	-1	13
C/C=C/CSc1nc2c(c(=O)[nH]c(=O)n2C)n1Cc1ccc(C)cc1	0	-3	7	-2	-15	4	1	4	-1
CCCCn1c(N)c(N(CC)C(=O)c2ccc3c(c2)S(=O)(=O)c2ccccc2C3=O)c(=O)[nH]c1=O	14	4	2	-5	1	1	-3	-3	-4
O=C(NCC(c1ccc(F)cc1)N1CCOCC1)c1cccnc1Sc1ccc(Cl)cc1 (centres undefined)	3	-5	2	-2	11	-1	1	4	0
O=C(NC1CCCc2ccccc21)N[C@@H](Cc1ccccc1)C(=O)O (some centres undefined)	3	4	0	-2	-2	6	-3	3	0
Cc1ccc(C)c(-c2nnc(NC(=O)c3ccco3)o2)c1	2	5	3	1	0	4	-1	0	-9
Cc1ccc(-n2nc3c(=O)n(CC(=O)NC4CCCCCC4)nc(C)c3c2C)cc1	7	5	1	2	6	1	-1	0	-1
Cc1ccc(S(=O)(=O)N2CCCN(S(=O)(=O)C3CCS(=O)(=O)C3)CC2)cc1 (centres undefined)	3	-1	1	0	20	-3	-1	-2	7
COC/C=C/C1=CC2=CC(=O)C(C)(OC(=O)c3cnc4ccccc4n3)C(=O)C2=CN1CCc1c[nH]c2ccccc12 (centres undefined)	·	·	·	0	39	18	-3	-2	45*
O=C(NCc1ccco1)c1cc2nc(C3CC3)cc(C(F)(F)F)n2n1	2	-3	-1	6	-7	10	5	0	-1
CCOC(=O)c1ccccc1NC(=O)Cc1ccccc1OC	-1	1	3	0	-7	-2	-2	-3	18
COc1ccc([C@@]2(C(C)C)ON(c3ccccc3C(F)(F)F)C2=O)cc1	3	-1	0	0	6	2	3	9	·
CC(=O)OC(C(=O)NCc1ccco1)c1ccncc1 (centres undefined)	5	-5	5	-4	17	-4	1	-3	1
COc1cc(C(C)=O)ccc1COc1ccc(C(=O)O)cc1OC	-1	3	6	4	-3	-4	3	-3	-6
COc1ccc(N(C)S(=O)(=O)c2cccc(C(=O)OCC(=O)N3CC(C)CC(C)C3)c2)cc1 (centres undefined)	4	3	11	17*	12	4	·	·	·
Fc1cccc(Cc2noc(CN3CCN(c4cnccn4)CC3)n2)c1	7	-1	4	6	10	4	6	11	4
Cc1cc(C)c2c(N)c(C(=O)C(C)(C)C)sc2n1	12	-4	1	4	15	3	-3	-7	9
Cn1c(SCc2n[nH]c(=S)o2)nnc1-c1ccccc1	-2	-5	7	0	5	7	3	0	-6
CCOC(=O)CSc1nc2sc(C)c(C)c2c(=O)[nH]1	5	-5	7	-7	1	-1	-3	4	-9
CCOC(=O)C1=C(CSc2nc(CC)c(C)cc2C#N)OC(N)=C(C#N)C1c1ccccc1 (centres undefined)	-4	-8	0	-13	-15	3	-5	-9	7
CCOC(=O)C1(Cc2cccc(Cl)c2)CCCN(CCO)C1 (centres undefined)	4	3	1	-1	3	12	-1	0	-9
CCc1ccccc1NC(=O)CCC(=O)OCC(=O)c1ccc(-c2ccccc2)cc1	-10	-14	-8	-5	-22	14	-9	-10	-9
